697 NFkB inh: inhibitors of PMA/ionomycin-induced NF-kB reporter, 697 cells, primary screen, B-cell NF-kB inhibitor project, cell-based, luminescence, uHTS; inhibition, % at 4 µM; 330,000 compounds, 0.33% hits; 697 B-cell NF-kB luciferase reporter, 16 h; in the data active = inhibition above about 35%
CCR6 antag: CCR6 receptor antagonists, primary screen, cell-based, CHO-K1, luminescence, beta-arrestin, uHTS; AID 493098, 2011; 340,000 compounds, 0.49% hits; CHO-K1 CCR6 PathHunter beta-arrestin, CCL20-stimulated; inhibition, % at 20 µM;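 active = compounds whose inhibition of the agonist-driven luminescence signal at 20 µM reaches about 50%, limit read from the data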;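 note: cells stimulated with CCL20 at 14 nM final; plate controls were DMSO with CCL20 for no effect and DMSO without agonist for full effect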
Target sequence (P51684 whole entry, looked up): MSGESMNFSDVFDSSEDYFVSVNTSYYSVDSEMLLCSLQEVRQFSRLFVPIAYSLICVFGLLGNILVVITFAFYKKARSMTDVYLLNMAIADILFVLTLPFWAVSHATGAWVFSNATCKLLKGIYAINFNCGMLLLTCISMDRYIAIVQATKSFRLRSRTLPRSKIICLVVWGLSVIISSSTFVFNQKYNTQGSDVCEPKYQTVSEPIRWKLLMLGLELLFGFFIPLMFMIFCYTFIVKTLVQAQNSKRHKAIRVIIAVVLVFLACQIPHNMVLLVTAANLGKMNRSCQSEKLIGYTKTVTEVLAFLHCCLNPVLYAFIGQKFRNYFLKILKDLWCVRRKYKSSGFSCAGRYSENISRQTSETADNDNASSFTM
Jurkat NFkB inh: inhibitors of induced NF-kB luciferase reporter, primary screen, TCR NF-kB activation inhibitor project, cell-based, luminescence, uHTS. Jurkat, PMA/ionomycin-induced NF-kB luciferase reporter. 330,000 compounds, 0.53% hits. inhibition, % at 4 µM; in the data active = inhibition above about 50%
UBC13 inh: UBC13 polyubiquitin chain formation inhibitors, primary screen, biochemical, TR-FRET, uHTS; 330,000 compounds, 0.47% hits; Ubiquitin-conjugating enzyme E2 N (Homo sapiens), P61088; inhibition, % at 20 µM; in the data active = inhibition above about 45%, passing the limit was not always enough
Target sequence (P61088 whole entry, looked up): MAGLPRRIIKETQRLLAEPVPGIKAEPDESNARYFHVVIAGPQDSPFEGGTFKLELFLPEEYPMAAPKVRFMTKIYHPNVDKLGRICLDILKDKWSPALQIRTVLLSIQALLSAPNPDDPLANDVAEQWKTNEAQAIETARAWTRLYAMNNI
Gli-Sufu block: Gli-Sufu pathway antagonists, primary screen, luciferase luminescence, Sufu-KO-LIGHT cells, uHTS. Sufu-KO-LIGHT fibroblasts, Gli luciferase reporter luminescence. inhibition, % at 5 µM. 340,000 compounds, 0.74% hits. AID 588413, 2011;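 active = inhibition above about 55%, limit read from the data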;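 note: 0% = DMSO-treated cells and 100% = wells with medium but no cells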
CXCR6 block: CXCR6 receptor inhibitors, primary screen, cell-based, beta-arrestin, luminescence, CHO-K1 PathHunter, 1536-well; C-X-C chemokine receptor type 6 (Homo sapiens), O00574; inhibition, % at 20 µM; AID 602244, 2012; 360,000 compounds, 0.36% hits; in the data active = inhibition above about 34%, passing the limit was not always enough;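 note: antagonist mode with CXCL16 agonist at 10 nM final; 0% = 10 nM CXCL16 with DMSO and 100% = unstimulated wells without agonist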
Target sequence (O00574 whole entry, looked up): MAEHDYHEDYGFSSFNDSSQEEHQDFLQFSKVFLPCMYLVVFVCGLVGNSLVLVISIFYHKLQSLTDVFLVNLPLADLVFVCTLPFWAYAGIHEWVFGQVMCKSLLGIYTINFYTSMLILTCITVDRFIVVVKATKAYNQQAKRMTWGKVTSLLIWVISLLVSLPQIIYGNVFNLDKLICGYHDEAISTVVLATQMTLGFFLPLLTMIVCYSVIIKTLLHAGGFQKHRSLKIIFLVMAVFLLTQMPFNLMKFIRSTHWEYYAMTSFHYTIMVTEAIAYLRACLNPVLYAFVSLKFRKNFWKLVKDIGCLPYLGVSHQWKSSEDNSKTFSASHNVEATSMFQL
APJ antagonist: antagonists of human apelin receptor APJ, primary screen, CHO-K1 cells, beta-arrestin complementation, luminescence; 330,000 compounds, 0.32% hits; inhibition, % at 20 µM; AID 2521, 2010;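 active = inhibition above about 40% at 20 µM, limit read from the data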;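 note: cells challenged with 10 nM apelin-13 agonist together with compound; plate controls were apelin-13 plus DMSO wells for no effect and DMSO wells lacking apelin-13 for full effect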
EBI2 block: EBI2 receptor antagonists, beta-arrestin recruitment, primary screen, cell-based, luminescence, 7a,25-OHC stimulation, uHTS. 7a,25-OHC stimulated. G-protein coupled receptor 183 (Homo sapiens), P32249. AID 651636, 2012. inhibition, % at 5 µM. 360,000 compounds, 0.81% hits; in the data active = inhibition above about 38%;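 note: enzyme fragment complementation signal reports receptor beta-arrestin coupling in cells; 0% = agonist plus DMSO wells and 100% = wells without agonist; some results beyond the cut were filed as inactive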
* = called active by the depositor; · = not tested or not shown.

SMILES	697 NFkB inh	CCR6 antag	Jurkat NFkB inh	UBC13 inh	Gli-Sufu block	CXCR6 block	APJ antagonist	EBI2 block
COc1ccccc1C/C(N)=N/O	11	1	1	18	2	6	-11	-7
Cc1cccc(OCCC(=O)N(C)CC(=O)Nc2cccc3ccccc23)c1	-4	7	-9	0	-1	2	14	3
N/C(=N\OC(=O)c1ccco1)c1ccc(Cl)cc1	-143	-2	-91	9	·	-11	-27	-3
CN(C)S(=O)(=O)n1cc(/C=C(\NC(=O)c2ccccc2Cl)C(=O)N2CCOCC2)c2ccccc21	0	-8	-4	6	16	0	50*	2
Cn1c(=O)c2c(nc(N3CCCCCC3)n2CC(=O)c2ccccc2)n(C)c1=O	3	5	-7	8	1	3	8	1
Cc1ccc(OCc2nnc(SC(C)C(=O)O)n2-c2ccccc2)cc1 (stereo unspecified)	-3	5	-10	-7	-22	-6	14	-2
Cc1nc(Oc2ccc(S(=O)(=O)N3CCOCC3)cc2Cl)c2c3c(sc2n1)CCCC3	-44	3	-19	6	16	-1	6	19
COc1ccc(/C=C/c2ccncc2)cc1OC	8	20	-16	3	11	3	4	-3
COc1ccc2nc(N3CCC(C)CC3)c(C#N)cc2c1	-28	-10	-30	-11	-8	-13	0	11
Cc1nc2ccc(S(=O)(=O)N(C)CC(=O)N3CCc4ccccc4C3)cc2s1	14	6	-6	8	0	7	-10	-23
Cc1ccccc1Nc1nc(-c2sc(NC(=O)c3ccccc3)nc2C)cs1	-39	·	-5	93*	·	·	6	·
O=C(Cc1ccccc1)Nc1ccc(SC(F)F)cc1	-80	0	-61	16	-56	5	12	-6
COC(=O)Cc1ccc(NC(C)=O)cc1	10	6	5	-3	-8	0	7	-2
COc1ccc2c(c1)CC/C2=N\OC(=O)c1cccc(C)c1	-59	8	-104	11	-37	-1	15	18
CCC(=O)NCCc1nc2cc(NC(=O)c3ccccc3OC)ccc2n1C	-9	10	-15	-1	·	6	0	-4
CN(C)S(=O)(=O)c1cccc(N=C2SCCN2Cc2ccccc2)c1	-35	4	-5	9	-7	-3	-16	-2
C=CCN=C(CC)C1=C(O)CCCC1=O	9	2	2	-5	-2	-9	7	-13
O=C1C=CC(=O)N1Cc1ccncc1	·	6	·	·	-2	-3	·	-3
C[C@H]1CN([C@@H](C)CO)C(=O)Cc2cc(NC(=O)CCC(F)(F)F)ccc2O[C@H]1CN(C)C(=O)Nc1ccc(F)cc1	17	1	12	5	-5	2	14	-18
COCCn1c(Cc2ccccc2)nnc1SCC(=O)N(C)C	14	-5	6	8	2	0	15	-13
CN1CCN(NC(=O)/C=C/c2ccc(C(C)(C)C)cc2)CC1	-8	-3	-19	1	-1	-2	11	7
COc1ccc(S(=O)(=O)N2CCCC(C(=O)NCCc3ccccc3)C2)cc1 (stereo unspecified)	12	5	5	0	-10	8	1	4
Cc1ccc2c(c1)N(S(=O)(=O)c1ccc(CN3C(=O)c4cccnc4C3=O)s1)CCO2	16	1	8	-14	-24	-9	9	-3
CC(=O)c1ccc(NC(=O)c2sc3nc(C)c(C)c(C)c3c2N)cc1	-107	-6	-139	1	-21	-7	-22	1
CCn1c(=N)c(C(=O)NCCCOC)cc2c(=O)n3cccc(C)c3nc21	-1	-5	-11	7	6	0	9	8
Additional entries follow:
SMILES	697 NFkB inh	CCR6 antag	Jurkat NFkB inh	UBC13 inh	Gli-Sufu block	CXCR6 block	APJ antagonist	EBI2 block
COc1ccc(C2CCCN2C(=S)Nc2c(C)cccc2C)cc1OC (stereo unspecified)	12	3	0	7	10	3	9	2
Cc1ccc(COc2ccc(-c3nnco3)cc2)cc1	-63	-2	-61	2	-55	-1	-16	2
N#Cc1ccc(C(=O)N2CCN(c3ncccn3)CC2)cc1	1	8	-18	0	6	-6	-3	-7
O=C(c1ccccn1)C1CCCN(Cc2nc(Cc3cccc(F)c3)no2)C1 (stereo unspecified)	1	3	-4	-7	-4	4	2	-5
c1ccc(CNc2nc(-c3cccnc3)nc3ccccc23)cc1	-6	-2	-9	15	12	7	13	12
C=CCC1(O)C(=O)Nc2ccccc21 (stereo unspecified)	17	-10	4	3	-16	-1	11	1
Cc1ccc(NC(=O)c2nc[nH]c2C(=O)NCCCCNC(=O)c2[nH]cnc2C(=O)Nc2ccc(C)cc2)cc1	25	-29	50*	4	4	-15	9	-81
CCN(C(=O)CN1CCN(c2ccccc2F)CC1)c1c(N)n(Cc2ccccc2)c(=O)[nH]c1=O	13	3	3	-1	9	0	10	-7
O=C(NNC(=S)Nc1cccc(Cl)c1)c1ccccc1	-68	18	-66	-8	6	7	34	-16
CN(C)c1ccc(/C=C/C=C2/SC(=S)N(c3ccccc3)C2=O)cc1	-116	45	11	-179	3	52*	39	9
Cc1ccc(S(=O)(=O)CC(=O)Nc2c(C)n(C)n(-c3ccccc3)c2=O)cc1	17	13	-1	-5	-16	8	4	-4
Cc1cc(C(=O)CN2C(=O)NC(C)(CC(C)C)C2=O)c(C)n1-c1ccc2c(c1)OCO2 (stereo unspecified)	-27	-7	-15	-4	7	7	10	19
COc1ccc(Cl)cc1S(=O)(=O)N1CCC(O)(c2ccc(Cl)cc2)CC1	0	11	0	3	-3	4	-17	-2
O=C(CC1C(=O)NCCN1Cc1ccc(-c2ccccc2)cc1)NCCc1ccccn1 (stereo unspecified)	-7	6	4	-4	-17	2	-11	-11
CC(=O)Nc1ccc(C2=NN(c3ccccc3)C(c3cccs3)C2)cc1 (stereo unspecified)	-39	5	-17	24	-12	-15	-4	1
CCOC(=O)C1(Cc2cccc(OC)c2)CCCN(C(=O)c2ccc(OC)o2)C1 (stereo unspecified)	-46	19	-63	-7	-18	-9	16	13
Cc1nn(C)c(C)c1NC(=O)CSc1nc(C2CC2)nc2c1cnn2-c1ccccc1	-18	9	13	11	20	1	1	4
CCOC(=O)N1CCC(NC(=O)c2cc3c(=O)[nH]c4ccccc4c3n2C)CC1	8	1	2	2	-5	4	11	-5
CCC(C)c1ccc(OCC(=O)Nc2ccc3[nH]c(=O)[nH]c3c2)cc1 (stereo unspecified)	3	-2	24	-2	-1	-9	3	0
CCOC(=O)N1CCN(C(=O)c2ccc3c(=O)n(-c4cc(OC)ccc4OC)c(=S)[nH]c3c2)CC1	-13	5	8	5	-11	4	21	-1
COc1ccc(S(=O)(=O)N(C)C[C@@H]2Oc3ccc(NC(=O)Nc4c(C)noc4C)cc3C(=O)N([C@H](C)CO)C[C@@H]2C)cc1	10	1	11	-4	1	-16	8	-2
CC(=O)C1(O)CCC2C3CCC4CC(O)CCC4(C)C3C(=O)CC21C (stereo unspecified)	·	13	·	·	3	-8	·	5
COc1ccc(CCN(C)C2CCCN(C(=O)CCSC)C2)cc1OC (stereo unspecified)	-6	16	7	-2	2	-17	-11	-12
CN(C)CCNC(=O)C(=O)Nc1cc2c3c(c1)CCN3C(=O)CC2	-8	3	-9	1	-2	2	10	-7
CCOC(=O)C1=C(C)N=C2SC(C)C(=O)N2C1/C=C/c1ccccc1OC (stereo unspecified)	11	24	-8	-4	7	16	2	3

Five entries out of the list above, arranged by their value in EBI2 block, highest first:
| SMILES | 697 NFkB inh | CCR6 antag | Jurkat NFkB inh | UBC13 inh | CXCR6 block | APJ antagonist | EBI2 block |
| --- | --- | --- | --- | --- | --- | --- | --- |
| Cc1cccc(OCCC(=O)N(C)CC(=O)Nc2cccc3ccccc23)c1 | -4 | 7 | -9 | 0 | 2 | 14 | 3 |
| CCC(=O)NCCc1nc2cc(NC(=O)c3ccccc3OC)ccc2n1C | -9 | 10 | -15 | -1 | 6 | 0 | -4 |
| CCOC(=O)N1CCC(NC(=O)c2cc3c(=O)[nH]c4ccccc4c3n2C)CC1 | 8 | 1 | 2 | 2 | 4 | 11 | -5 |
| CN(C)CCNC(=O)C(=O)Nc1cc2c3c(c1)CCN3C(=O)CC2 | -8 | 3 | -9 | 1 | 2 | 10 | -7 |
| O=C(NNC(=S)Nc1cccc(Cl)c1)c1ccccc1 | -68 | 18 | -66 | -8 | 7 | 34 | -16 |

Carrying on:
SMILES	697 NFkB inh	CCR6 antag	Jurkat NFkB inh	UBC13 inh	Gli-Sufu block	CXCR6 block	APJ antagonist	EBI2 block
Cc1oc(-c2ccccc2Cl)nc1CSc1nc2c(c(=O)[nH]1)CCCC2	12	-19	4	10	9	-12	17	-10
O=C(c1ccccn1)N(Cc1cc2ccccc2[nH]c1=O)C1CCCCC1	5	17	-15	5	2	-2	1	-3
O=C(Nc1ccc(OC(F)(F)F)cc1)Nc1cccc([N+](=O)[O-])c1	-94	20	35	4	40	-8	-1	0
CN(C(=S)NC(=O)c1ccccc1)C1CCCCC1	-6	6	-3	3	-11	1	21	4
Cc1cc(NC(=O)CSc2nccn2-c2cccc(Cl)c2)no1	12	-11	1	0	-3	7	4	-4
COc1cc(C2NC(=O)NC(c3ccccc3)=C2C(C)=O)cc([N+](=O)[O-])c1O (stereo unspecified)	15	-3	-5	-36	-8	-1	24	-8
O=C1OC(Cc2ccncc2)C(O)=C1C1=NCCCN1 (stereo unspecified)	-2	-4	-1	-6	-3	-7	-2	-12
O=C1c2ccccc2[C@@H]2C[C@H](NC34CC5CC(CC(C5)C3)C4)[C@@H](O)CCN12	18	25	·	·	2	8	·	-8
CC(NC(=O)c1ccccc1)C(=O)Nc1ccccc1 (stereo unspecified)	·	-1	·	·	-2	2	·	-4
Cc1ccnc(NC(=O)c2ccccc2NC(=O)c2ccc(Cl)cc2Cl)c1	-57	-9	41	17	27	-2	-3	-23
CCOC(=O)N1CCN(Cc2cn[nH]c2-c2ccc(-c3ccccc3)cc2)CC1	-27	5	-9	-2	-5	8	-8	-4
O=C(C[C@@H]1C/C=C\C[C@H](NC(=O)OCC2c3ccccc3-c3ccccc32)C(=O)OC[C@@H]2CCCN2C1=O)NCCO	10	-3	-4	-2	38	-16	7	7
CCCCNC(=O)CSc1nnc(NC(C)=O)s1	11	1	7	4	-1	2	1	0
CCOc1cc(/C=C(/C#N)C(=O)Nc2ccc(O)cc2)cc(Br)c1O	4	3	32	-58	5	8	7	4
CCOc1ccc(/C=N/NC(=O)CN2CCCCCCC2)cc1	9	20	6	8	6	7	14	-1
N#CC1(C#N)OC12CCS(=O)(=O)c1ccccc12 (stereo unspecified)	·	8	·	·	-13	-9	·	-3
O=C(c1ccco1)N1CCN(S(=O)(=O)c2ccc(S(=O)(=O)NC3CCCC3)cc2)CC1	13	9	-7	3	5	4	4	19
CN(c1cccc(NC(=O)CN(c2ccc(C34CC5CC(CC(C5)C3)C4)cc2)S(C)(=O)=O)c1)S(C)(=O)=O	-32	3	7	-7	6	13	-10	18
O=C(Cn1c(NCCO)nc2ccccc21)NCC(F)(F)F	13	5	-1	-6	4	0	-2	-14
CCOc1cc(C=C(C(=O)OC)C(=O)OC)ccc1OCc1ccc([N+](=O)[O-])cc1	26	24	2	-11	-42	20	-15	59*
O=C(COc1ccc([N+](=O)[O-])cc1)NN=C1CCCC1	22	10	-12	2	2	-2	10	7
COC(=O)c1ccc(C)c(NC(=O)CN(c2ccccc2)S(=O)(=O)N(C)C)c1	12	12	4	4	0	4	11	1
CC(=O)n1cc([C@H]2C=C(C(=O)N3CCN(Cc4ccccc4)CC3)O[C@@H](OCc3ccc(CO)cc3)C2)c2ccccc21	-9	1	11	22	22	8	-14	47*
COc1cccc(-c2ccc3nnc(SCC(=O)Nc4ccc(NC(C)=O)cc4)n3n2)c1	2	10	-9	-1	2	-10	-70	-4
CCOC(=O)N1CCC(N(CCN(C)C)C(=S)Nc2ccccc2C)CC1	21	4	-1	9	1	4	-14	-7
CCc1nc2sc3c(c2c(=O)o1)CCCC3	0	-4	-3	-3	-12	-9	-6	-13
O=C(C1=C(O)C(=O)N(CCN2CCOCC2)C1c1ccc([N+](=O)[O-])cc1)c1cc2ccccc2o1 (stereo unspecified)	-18	17	10	-13	8	7	-2	2
COc1ccc([N+](=O)[O-])cc1NS(=O)(=O)c1ccc(C(=O)N2CCCC2)cc1	10	13	-4	-10	4	1	7	-8
Cc1ccc2cc3c(nc2c1)N(c1ccccc1)CC3	10	9	-16	46*	-14	0	-29	1

Compounds as they come; 3% or so of the library scored in one or more.
